From PubChem BioAssay
RGS4 inhibitor: Inhibitors of Regulator of G Protein Signaling (RGS) 4: qHTS | actives 0.039% (n = 390,000) | Potency, µM (highest dose often 114 µM), for the others: at the top dose activity change, negative = inhibition, usual class: inhibitors | Transcreener GDP fluorescence polarization, RGS4-accelerated GTP hydrolysis; note: potency is the fitted concentration of half-maximal effect; % is set by controls: 0 for no effect and ±100 for the full control effect; nearly all actives have a fitted effect of over 75% in size; some results filed as inactive show a strong effect at the top dose
Target sequence (P49798 whole entry, looked up): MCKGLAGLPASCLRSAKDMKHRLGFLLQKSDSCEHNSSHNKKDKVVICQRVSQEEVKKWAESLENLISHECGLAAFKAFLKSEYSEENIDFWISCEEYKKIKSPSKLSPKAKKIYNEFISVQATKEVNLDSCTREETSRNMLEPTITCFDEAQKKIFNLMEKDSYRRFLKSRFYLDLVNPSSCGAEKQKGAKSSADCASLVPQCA
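MLSMR compounds (23 nl, pin-transferred) preincubated 10 min at room temperature with a 500nM (2x) first reagent, then RGS4 at 900nM (2x) plus Transcreener GDP mix added; fluorescence polarization (620/688 nm) read before and after 90 min at 30 °C.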
POLB inh: qHTS Assay for Inhibitors of DNA Polymerase Beta | AID 485314, 2010 | Potency, µM (series often up to 114 µM), inactives show at the highest dose activity change, negative = inhibition, actives largely listed as inhibitors | Pol beta primer extension/strand displacement, fluorescence kinetic | P06746 | actives 1.3% (n = 340,000); note: potency is the fitted concentration of half-maximal effect; % is set by controls: 0 for no effect and ±100 for the full control effect
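Pol beta (10 nM) was preincubated with compound for 15 min at room temperature. The reaction was then started with 50 nM substrate and read immediately and after a further 10 min at room temperature.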
Anesthetic bind: qHTS Assay for Identification of Novel General Anesthetics; actives 0.074% (n = 350,000); Potency, µM (highest dose often 77.5 µM), without a hit: top-dose activity change, negative = displacement, usual class: inhibitors; apoferritin/1-aminoanthracene competitive binding, fluorescence; Ferritin light chain (Equus caballus), P02791; note: potency is the fitted concentration of half-maximal effect; % is set by controls: 0 for no effect and ±100 for the full control effect; nearly all actives have a fitted effect of over 20% in size
Target sequence (P02791 2-175 limits assumed): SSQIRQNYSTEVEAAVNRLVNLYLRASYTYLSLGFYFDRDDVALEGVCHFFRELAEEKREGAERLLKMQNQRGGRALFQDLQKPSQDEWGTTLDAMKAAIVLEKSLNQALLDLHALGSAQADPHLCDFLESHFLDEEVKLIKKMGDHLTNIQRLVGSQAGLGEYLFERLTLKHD
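Steps: apoferritin (10 uM) was premixed with half-saturated 1-AMA in PBS, compounds were pin-transferred, plates stood 10 min at room temperature, fluorescence was read at 380/535 nm, and curves were fitted with a Hill equation.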
ALOX12 inh: Primary qHTS assay for inhibitors of human arachidonate 12S-lipoxygenase (ALOX12): Round 2; Potency, µM (top dose mostly 108 µM), for the others: at the top dose activity change, negative = inhibition, usual class: inhibitors; AID 1671190, 2021; purified 12hLO, xylenol orange hydroperoxide absorbance; actives 1.1% (n = 580,000); Polyunsaturated fatty acid lipoxygenase ALOX12 (Homo sapiens), P18054; note: potency is the fitted concentration of half-maximal effect; % is set by controls: 0 for no effect and ±100 for the full control effect
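Purified human 12hLO at 150 nM in 25 mM Hepes, 0.01% Triton X-100, pH 7.0, preincubated 15 min at room temperature with compound. Reaction started with 40 uM arachidonic acid, 30 min at room temperature. Hydroperoxide measured by Fe-xylenol orange, 573/405 nm absorbance ratio.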
LDHA block: qHTS assay for inhibitors of human lactate dehydrogenase; L-lactate dehydrogenase A chain (Homo sapiens), P00338; purified LDHA, NADH/diaphorase-resazurin fluorescence; hits give low values; activity change, % (values are at about 110 or 230 µM); actives 0.15% (n = 480,000); AID 1347041, 2019; in the data active = activity change below about -30%; inconclusive = mostly about -25% to -30%;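 note: plate controls were DMSO wells for no effect and wells without enzyme for full effect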
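LDH5 2 nM; NADH 0.06 mM, pyruvate 0.2 mM; 200 mM Tris pH 7.4, EDTA, Tween-20; 5 min RT. Detection: diaphorase 0.133 mg/mL + resazurin 37 µM, fluorescence ex540/em590 at 0 and 20 min; normalized to enzyme-free and DMSO wells.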
POLH inh: qHTS for Inhibitors of Polymerase Eta. recombinant Pol eta, fluorescent DNA replication assay. Potency, µM (highest dose often 114 µM), for the others: top-dose activity change, negative = inhibition, usual class: inhibitors. actives 1.2% (n = 390,000); note: potency is the fitted concentration of half-maximal effect; % is set by controls: 0 for no effect and ±100 for the full control effect
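Fluorescent replication assay: 50 nM final substrate added after a 15 min room-temperature compound preincubation with 10 nM enzyme. Signal taken at 0 min and again at 10 min.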
ERG-DNA inh: qHTS for Small Molecule Inhibitors of the ERG Ets/DNA interaction. fluorescence polarization, His-ERG Ets domain / labelled DNA. Potency, µM (highest dose often 76.9 µM), inactives show at the top dose FP activity, negative = inhibition, actives largely listed as inhibitors. actives 0.028% (n = 370,000). AID 624246, 2012; active = well fitted inhibition curve with a large enough effect in the polarisation, with a control signal flat; inconclusive = small, poorly fitted or top-dose-only effect, or effect the other way, or a change in a side signal; inactive = no such curve, though single readings can be large or run the other way; the % refers to the polarisation;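 note: polarization taken with two DNA probes labelled with fluorescein and Texas red; potency is the fitted concentration of half-maximal effect; % of control where 0% means no effect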
Target sequence (P11308 whole entry, looked up, the tested form may be a part): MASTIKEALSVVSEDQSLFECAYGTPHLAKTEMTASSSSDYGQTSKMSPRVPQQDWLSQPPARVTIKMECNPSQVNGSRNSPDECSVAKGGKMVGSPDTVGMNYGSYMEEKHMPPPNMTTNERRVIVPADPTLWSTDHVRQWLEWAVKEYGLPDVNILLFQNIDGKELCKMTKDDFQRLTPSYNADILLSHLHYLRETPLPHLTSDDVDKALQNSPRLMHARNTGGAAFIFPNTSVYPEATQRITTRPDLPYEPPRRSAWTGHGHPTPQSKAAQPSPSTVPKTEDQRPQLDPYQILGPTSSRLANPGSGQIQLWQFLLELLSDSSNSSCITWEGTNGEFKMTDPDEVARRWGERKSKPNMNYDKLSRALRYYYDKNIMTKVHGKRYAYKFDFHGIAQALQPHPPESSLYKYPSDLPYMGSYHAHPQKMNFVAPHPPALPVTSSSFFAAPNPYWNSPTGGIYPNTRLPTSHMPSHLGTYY
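His-tagged ERG Ets domain (1 uM in the protein solution; 300mM KCl, 50mM Tris-HCl, 1mM EDTA, 1mM DTT, pH 7.5) received compound, then a probe mix of 5 nM fluorescein-DNA and 100nM Texas-615-DNA. Fluorescence polarization was read for both dyes.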
POLK inh: qHTS for Inhibitors of Polymerase Kappa; actives 0.53% (n = 400,000); purified Pol kappa, fluorescent DNA synthesis assay, 10 min; DNA polymerase kappa (Homo sapiens), Q9UBT6; AID 588579, 2011; Potency, µM (highest dose often 107 µM), without a hit: at the highest dose activity, negative = inhibition, actives largely listed as inhibitors; note: potency is the fitted concentration of half-maximal effect; % is set by controls: 0 for no effect and ±100 for the full control effect
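Activity was followed as the change in fluorescence between reads at 0 and 10 min after starting the reaction with 50 nM substrate. Beforehand, 10 nM polymerase had been preincubated with compound for 15 min at room temperature.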
APE1 inh: qHTS Assay for Inhibitors of the Human Apurinic/apyrimidinic Endonuclease 1 (APE1). Potency, µM (titrated, usually from 65.8 µM), for inactives: at the highest dose activity change, negative = inhibition, most hits filed as inhibitors. recombinant APE1, TAMRA/BHQ-2 abasic DNA cleavage fluorescence. DNA repair nuclease/redox regulator APEX1 (Homo sapiens), P27695. actives 0.35% (n = 350,000);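 note: potency is the fitted concentration of half-maximal effect; plate controls were vehicle for no effect and reference inhibitor for full effect; nearly all actives have a fitted effect of over 55% in size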
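APE1 at 0.75 nM final was preincubated with compound 15 min at room temperature, then 50 nM double-stranded THF abasic-site substrate (5'-TAMRA/3'-BHQ-2) was added. Fluorescence (ex 525/em 598 nm) was read kinetically; third-minus-first read gave activity.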
The depositor's hits bear a star; i = inactive; ? = inconclusive; nt = not tested or not shown; [ ] = remark or other dose. Unless noted, calls come from the whole dose curve; as a rule, active = well fitted curve in the direction sought with a large enough effect; inconclusive = small, poorly fitted or top-dose-only effect, or another doubt; inactive = no such curve, though single readings can be large; an effect the other way counts as inactive or inconclusive. A portion of the library, so the mix of outcomes need not match the whole.

SMILES	RGS4 inhibitor	POLB inh	Anesthetic bind	ALOX12 inh	LDHA block	POLH inh	ERG-DNA inh	POLK inh	APE1 inh
COc1ccc(/C=C(\CC(=O)O)c2nc3ccccc3o2)cc1	7%	9%	-3%	-2%	-11	2%	-10%	-11%	-9%
COc1ccc2c(c1)sc1ncc(C(=O)NCc3ccccc3F)c(=O)n12	1%	-1%	-12%	4%	-6	-11%	-1%	-5%	nt
Cc1oc(/N=C/c2ccc3c(c2)OCO3)c(C#N)c1C	-19%	11%	-8%	-24%	11	-16%	1%	-3%	5%
COCCCNC(=O)C(C)N1c2cccc3cccc(c23)S1(=O)=O (centres undefined)	?	1%	11%	1%	7	-6%	10%	-9%	22%
O=C(NCCc1cccnc1)C1CCC(=O)N(Cc2ccc(Cl)cc2)C1 (centres undefined)	9%	0%	-8%	13%	-2	-2%	-3%	6%	28%
COC(=O)CNC(=O)COC(=O)/C=C/c1ccc(F)cc1	14%	8%	-5%	-5%	-8	0%	-9%	-5%	-4%
Cc1ccc(NC(=O)c2cc(CC(C)C)nc3ccccc23)cc1	-13%	50%	-18%	-4%	0	-12%	5%	-5%	-11%
CC1(C)Cc2cccc(OCC(=O)N3CCN(c4ccc([N+](=O)[O-])cc4)CC3)c2O1	5%	-22%	-21%	?	0	-14%	-2%	-12%	10%
Cc1ccc(C(=O)COC(=O)C(C)N2C(=O)C3C4C=CC(C4)C3C2=O)cc1C (centres undefined)	4%	1%	?	4%	-3	-10%	4%	-5%	14%
Cc1cc2ccccc2c(=O)n1CC(=O)NCC(=O)N(C)C1CCCCC1	-15%	0%	-14%	?	-2	-11%	1%	-3%	-3%
CC1(C)CC2CC(C)(CN2C(=O)c2cc(-c3ccc(F)cc3)on2)C1 (centres undefined)	16%	?	-8%	-8%	-6	-20%	-2%	-21%	-6%
Cc1cccc(N2CCN(C(=O)COc3ccc4c(C)cc(=O)oc4c3C)CC2)c1C	-1%	-25%	7%	?	0	-13%	6%	-3%	23%
CCOc1ccc(C(C(=O)NC(C)(C)C)N(CCOC)C(=O)CCC(=O)Nc2nccs2)cc1 (centres undefined)	0%	-1%	-10%	6%	-7	-5%	-3%	0%	23%[12.4 µM]
COc1ccc(/C=C2\SC(=O)N(CC(=O)NC3CCS(=O)(=O)C3)C2=O)cc1 (centres undefined)	6%	2%	-3%	-3%	-7	4%	-3%	-9%	-6%
Cc1ccc(C)c(N2CCN(C(c3ccc(F)cc3)c3nnc(-c4ccccc4)o3)CC2)c1 (centres undefined)	2%	10%	-9%	-11%	-2	-8%	0%	?	nt
Cc1cccc(NC(=O)CSc2ncc3c(n2)-c2cc(Cl)ccc2N(C)S3(=O)=O)c1C	-5%	-5%	-12%	?	0	-12%	12%	-8%	nt
CCOCN(C(=O)Cn1c(C(C)O)nc2ccccc21)c1c(C)cccc1CC (centres undefined)	-14%	-12%	-4%	0%	2	-15%	19%	-2%	-8%
Cc1ccc(CSc2nc3cc(C(=O)NC4CCCC4)ccc3c(=O)n2Cc2ccccc2)cc1	8%	-18%	-7%	1%	0	-7%	-8%	-5%[60.1 µM]	nt
Cc1ccc2nc(Cl)c(CN(C(=O)c3cnccn3)C3CCCCC3)cc2c1	4%	10%	?	-27%	0	-10%	1%	1%	1%
Cc1cccc(C)c1NC(=O)Cn1c(=O)n(CCC(=O)NCc2ccco2)c(=O)c2sccc21	22%	-18%	-6%	6%	0	-17%	-1%	-5%	0%
Cc1cc(NC(=O)C2C3C(=O)N(CC4CCCO4)C(C(=O)NCc4ccccc4)C34C=CC2(C)O4)no1 (centres undefined)	23%	7%	1%	24%	-8	3%	8%	1%	0%
Cc1cc(N2CCCC2)n2nc(C)nc2n1	-7%	-20%	-1%	10%	-19	-12%	-7%	-4%	?
CCOc1cccc(C(=O)Nc2ccc(NC(=O)c3ccccc3)c(C)c2)c1	15%	9%	-8%	?	-4	-16%	3%	-9%	17%
COc1ccc2c(c1)OC13CCN(C)CC1C2C(C(=O)c1ccc(F)cc1)C(=O)N3 (centres undefined)	-10%	8%	5%	8%	-1	-3%	18%	-10%	13%
CN(C)C(=O)[C@H]1C[C@H]1[C@@H](O)[C@H](CO)NC(=O)[C@H](Cc1ccccc1)NC(=O)OC(C)(C)C	-1%	12%	1%	7%	-5	-12%	-2%	-20%	20%

An excerpt of these results, bar-delimited:
structure | RGS4 inhibitor | POLB inh | Anesthetic bind | ALOX12 inh | LDHA block | POLH inh | ERG-DNA inh | POLK inh | APE1 inh
O=C(NCCc1cccnc1)C1CCC(=O)N(Cc2ccc(Cl)cc2)C1 (centres undefined) | 9% | 0% | -8% | 13% | -2 | -2% | -3% | 6% | 28%
Cc1ccc(NC(=O)c2cc(CC(C)C)nc3ccccc23)cc1 | -13% | 50% | -18% | -4% | 0 | -12% | 5% | -5% | -11%

Continuation.
SMILES	RGS4 inhibitor	POLB inh	Anesthetic bind	ALOX12 inh	LDHA block	POLH inh	ERG-DNA inh	POLK inh	APE1 inh
COCCNC(=O)CN(C(=O)Cn1nnc2ccccc21)c1ccccc1C	-51%	-2%	-5%	?	-2	-13%	12%	-3%	1%
CC(C)Oc1ccc(S(=O)(=O)N2CCCCC2)cc1NC(=O)CN1C(=O)NC(C)(c2ccccc2)C1=O (centres undefined)	5%	29%	-1%	i	-4	-18%	14%	-4%	14%
Cc1cc(C)n2c(Br)c(CN3CCCC(C)C3)nc2n1 (centres undefined)	8%	12%	-3%	-12%	-6	-10%	14%	4%	-3%
Oc1ccc(Cl)cc1C=Nc1ccccc1Br	1%	6%	-9%	-12%	2	1%	-5%	-3%	4%
Cc1noc(C)c1CSc1ncnc2ccccc12	16%	6%	-19%	0%	-2	4%	0%	-12%	0%
CC(C)(C)c1ccc(-c2csc(NNC3=NCCCCC3)n2)cc1	-50%	-5%	?	?	-11	-9%	0%	-24%	-1%
COc1ccccc1NC(=S)NCc1ccc(Cl)cc1	2%	1%	-14%	11µM*	-4	-20%	-4%	-2%	8%
COc1ccccc1C(=O)COC(=O)Cn1nc(C)c([N+](=O)[O-])c1C	19%	nt	nt	-8%	-7	-17%	2%	-1%	3%
FC(F)(F)c1nc(-c2cccs2)ncc1-c1nnnn1-c1ccc(Cl)cc1	-21%[56.9 µM]	-15%	-14%	0%	-5	-2%	-8%	-8%	5%
COC(=O)C(C)(C)ONC(=O)Nc1ccc(C)cc1	-11%	33%	-1%	-6%	-6	-5%	4%	0%	0%
Fc1ccc(-c2nnc(-n3nnc4ccccc43)c3ccccc23)cc1	20%	nt	nt	-12%	-10	5%	-4%	-12%	nt
O=C1CC(c2ccccc2)CC(O)=C1C=NCCN1CCN(C(=S)Nc2cccc(Cl)c2)CC1 (centres undefined)	-23%	14%	-9%	26%	-6	-16%	nt	-8%	-2%
Cc1onc(-c2ccccc2Cl)c1C(=O)Nc1nnc(-c2cccc([N+](=O)[O-])c2)s1	19%	-3%	-10%	-10%	-1	-8%	0%	-7%	-5%
Cc1cc(C(=O)C(C)OC(=O)c2ccc(NC(=O)CC#N)cc2)c(C)n1-c1ccccc1 (centres undefined)	-30%	nt	nt	-26%	2	-19%	9%	-6%	21%
NC(N)=NS(=O)(=O)c1ccc(NC(=S)NC(=O)/C=C/c2ccco2)cc1	-11%	-5%	-4%	9%	-10	-20%	19%	-21%	-8%
CCc1ccc(NC(=O)CN2C(=O)C(c3ccc(F)cc3)=NC2(C)C)cc1	10%	8%	-17%	-18%	-6	nt	2%	-4%	nt
COc1ccc(NC(=O)C2CC(c3ccc(Cl)cc3)=NO2)cc1 (centres undefined)	-30%[56.9 µM]	-15%	-16%	0%	-14	-3%	2%	-1%	0%
CC(=O)N/C(=C\c1ccccc1)C(=O)OC/C=C/c1ccccc1	-31%	9%	-19%	16%	0	-14%	-6%	3%	-2%
Cc1cc(C)c(NC(=O)C(C)n2nnc3sc4c(c3c2=O)CCCC4)c(C)c1 (centres undefined)	27%	4%	-10%	-15%	-5	nt	-3%	-3%	nt
O=C(CCn1c(=S)oc2ccccc21)Nc1ccccc1F	-7%	?	1%	-6%	-5	-10%	?	-12%	8%
Cc1noc(C)c1S(=O)(=O)N1CCN(c2ccc(Cl)cc2)CC1	1%	?	0%	0%	-2	-20%	2%	-14%	-19%
COc1ccc(/C(C)=N\NC(=O)c2ccc(-c3ccccc3)cc2)c(F)c1	-5%	23%	-21%	i	-4	-13%	-2%	-20%	6%
CC1CCN(S(=O)(=O)c2ccc3nc(Nc4cccc(F)c4)ccc3c2)CC1	7%	-1%	416%[activator]	?	-3	-29%	8%	-10%	nt
